Bioassay records from PubChem.
ELG1 repair inh – ELG1-dependent DNA repair inhibition | HEK293T ELG1-luciferase reporter, luminescence, 16 h; DNA damage induced by 5-fluorouridine | Potency, µM (highest dose often 46.1 µM), inactives show at the highest dose activity change, negative = inhibition, hits mostly inhibitors | hit rate 2.3% among 330,000; note: potency is the fitted concentration of half-maximal effect; % is set by controls: 0 for no effect and ±100 for the full control effect; nearly all actives have a fitted effect of over 55% in size
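Step one: seed 2,000 cells per well. Step two: pin-transfer compound or DMSO alongside 5-fluorouridine. Step three: incubate 16 hr, 37 °C, 5% CO2. Step four: add ONE-Glo, wait 30 min, read luminescence.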
Rab9 promoter act – activators of Rab9 promoter; Huh7 Rab9 promoter-luciferase reporter, luminescence, 24 h; Potency, µM (titrated, usually from 9.22 µM), inactives show top-dose activation, negative = inhibition, actives largely listed as activators; hit rate 2.8% among 320,000; AID 485297; note: potency is the fitted concentration of half-maximal effect; % of control where 0% means no effect; nearly all actives have a fitted effect of over 60% in size
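Promoter activation is measured as luciferase luminescence in Huh7 cells stably transfected with a Rab9 promoter–luciferase construct, following 24 h compound exposure at 37 °C and 10 min reagent incubation at ambient temperature.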
Menin-MLL TR inh – displaces Texas Red mutant MLL peptide from human menin | Menin + Texas Red MLL mutant peptide, fluorescence polarization | AID 1768 | hit rate 0.23% among 270,000 | Potency, µM (doses to about 61.6 µM), for the others: at the highest dose FP activity change, negative = inhibition, usual class: inhibitors | O00255; active = well fitted inhibition curve with a large enough effect in the polarisation, with a control signal flat, not every such curve was filed as active; inconclusive = small, poorly fitted or top-dose-only effect, or effect the other way, or a change in a side signal; inactive = no such curve, though single readings can be large or run the other way; the % refers to the polarisation; note: potency is the fitted concentration of half-maximal effect; % of control where 0% means no effect; many of its hits are not listed in these tables
RORg inh – ROR gamma (mouse) transcription inhibition | P51450 | Drosophila S2 Gal4-RORgamma UAS-luciferase reporter, 20 h | Potency, µM (highest dose often 53.6 µM), for inactives: top-dose activity change, negative = inhibition, hits mostly inhibitors | hit rate 5.4% among 310,000; note: potency is the fitted concentration of half-maximal effect; % is set by controls: 0 for no effect and ±100 for the full control effect; nearly all actives have a fitted effect of over 60% in size
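Schneider cells (Drosophila), stable Gal4 DBD–ROR gamma + UAS-luc; 1 hr cmpd preincubation; Cu2+ induction 700 uM final; 20 hr ambient; luminescence.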
NPC1 promoter act – NPC1 promoter activation; Potency, µM (highest dose often 9.22 µM), for the others: top-dose activation, usual class: activators; Huh7 NPC1 promoter luciferase reporter, 24 h; hit rate 2.4% among 320,000;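 note: potency is the fitted concentration of half-maximal effect; % of control where 0% means no effect; nearly all actives have a fitted effect of over 60% in size; reporter is driven by a mutant NPC1 promoter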
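Luminescence read-out of NPC1 promoter-driven luciferase in stably transfected Huh7 cells; compounds delivered in DMSO and left 24 h at 37C, 5% CO2, qHTS titration format.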
Mito fusion act – inhibitors of mitochondrial division or activators of mitochondrial fusion | hit rate 0.23% among 320,000 | AID 485298 | S. cerevisiae fusion-defective mutant growth rescue, CellTiterGlo 48 h | Potency, µM (titrated, usually from 46.1 µM), for the others: at the top dose growth rescue (activation), most hits filed as activators;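 note: potency is the fitted concentration of half-maximal effect; % of control where 0% means no effect; nearly all actives have a fitted effect of over 45% in size; temperature-sensitive fusion mutants such as fzo1-1 at 37 °C on non-fermentable ethanol glycerol medium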
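Compounds are tested for their ability to restore growth of mitochondrial fusion-defective yeast strains at non-permissive 37C in YPEG medium over 48 hours. Viability is quantified by luciferase luminescence.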
Gal4-VP16 FLuc – Gal4-VP16 reporter inhibition counter-screen. Drosophila S2 Gal4-VP16 UAS-luciferase, luminescence, 20 h. Potency, µM (highest dose often 53.6 µM), without a hit: at the highest dose activity, negative = inhibition, most hits filed as inhibitors. hit rate 3.5% among 310,000;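 note: Gal4-VP16 expression switched on by copper sulfate through the metallothionein promoter; potency is the fitted concentration of half-maximal effect; % is set by controls: 0 for no effect and ±100 for the full control effect; nearly all actives have a fitted effect of over 50% in size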
MBNL1 CUG block – blocks human MBNL1 binding to CUG repeat RNA | Q9NR56 | TR-FRET MBNL1-His/biotin-(CUG)12 binding, 665/545 ratio | Potency, µM (series often up to 57.5 µM), for the others: at the top dose activity change, negative = inhibition, actives largely listed as inhibitors | hit rate 0.036% among 280,000; active = well fitted inhibition curve with a large enough effect in the signal ratio, with a control signal flat, not every such curve was filed as active; inconclusive = small, poorly fitted or top-dose-only effect, or effect the other way, or a change in a side signal; inactive = no such curve, though single readings can be large or run the other way; the % refers to the signal ratio; note: potency is the fitted concentration of half-maximal effect; % is set by controls: 0 for no effect and ±100 for the full control effect
Target sequence (Q9NR56 whole entry, looked up): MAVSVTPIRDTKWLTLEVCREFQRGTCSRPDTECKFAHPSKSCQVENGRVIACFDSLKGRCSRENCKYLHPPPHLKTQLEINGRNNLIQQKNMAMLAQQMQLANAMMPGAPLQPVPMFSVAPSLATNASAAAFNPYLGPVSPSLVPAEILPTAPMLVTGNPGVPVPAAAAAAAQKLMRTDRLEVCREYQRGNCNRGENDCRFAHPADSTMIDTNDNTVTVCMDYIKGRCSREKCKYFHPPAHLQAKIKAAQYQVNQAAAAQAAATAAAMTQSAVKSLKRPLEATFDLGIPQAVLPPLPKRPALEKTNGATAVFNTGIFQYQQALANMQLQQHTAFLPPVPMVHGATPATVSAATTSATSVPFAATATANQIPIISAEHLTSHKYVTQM
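Compounds (final 92 nM to 58 uM) are added to His-tagged MBNL1 and biotin-(CUG)12, then terbium anti-His antibody and streptavidin-XL665 (5 nM final). After 60 min at room temperature, the 665/545 nm ratio is read.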
KCNH2 3.1 inh – KCNH2 3.1 (human) potassium channel inhibition | hit rate 0.95% among 340,000 | U2OS KCNH2 3.1, thallium flux FluxOr; hits give low values | activity change, % (tested at about 1.8 µM);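 active = maximum activity change below -70%; inconclusive = maximum activity change from -70% to -50%; inactive = maximum activity change above -50%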;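 note: thallium influx rate constant from kinetic fluorescence after stimulation buffer; % is set by controls: 0 for no effect and ±100 for the full control effect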
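Measured as rate of thallium-driven FluxOr signal in transduced U2OS cells carrying the 3.1 channel, read kinetically for 2 min upon stimulation; values are rate constants scaled to DMSO control wells.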
FLuc modulator – firefly luciferase modulation, counter-screen for miR-21 project | P08659 | purified FLuc, Km substrates, luminescence inhibition | Potency, µM (series often up to 57.5 µM), without a hit: at the top dose activity change, negative = inhibition, hits mostly inhibitors | hit rate 6.9% among 360,000 | AID 588342;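 note: potency is the fitted concentration of half-maximal effect; plate controls were vehicle for no effect and reference inhibitor for full effect; nearly all actives have a fitted effect of over 55% in size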
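Biochemical qHTS of compounds, final roughly 60 µM downward over six points, against 10 nM purified firefly luciferase using Km concentrations of substrates (10 uM D-luciferin, 10 uM ATP) in Tris acetate pH 7.5 buffer; luminescence output.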
PKM2 act – increases activity of human pyruvate kinase M2. Potency, µM (top dose mostly 57.5 µM), inactives show at the top dose activation, actives largely listed as activators. purified PKM2, Kinase-Glo ATP luminescence, activation; response scale: 0% is enzyme alone, no compound. hit rate 0.34% among 260,000. P14618; note: potency is the fitted concentration of half-maximal effect; % is set by controls: 0 for no effect and ±100 for the full control effect; nearly all actives have a fitted effect of over 55% in size
Target sequence (P14618 whole entry, looked up): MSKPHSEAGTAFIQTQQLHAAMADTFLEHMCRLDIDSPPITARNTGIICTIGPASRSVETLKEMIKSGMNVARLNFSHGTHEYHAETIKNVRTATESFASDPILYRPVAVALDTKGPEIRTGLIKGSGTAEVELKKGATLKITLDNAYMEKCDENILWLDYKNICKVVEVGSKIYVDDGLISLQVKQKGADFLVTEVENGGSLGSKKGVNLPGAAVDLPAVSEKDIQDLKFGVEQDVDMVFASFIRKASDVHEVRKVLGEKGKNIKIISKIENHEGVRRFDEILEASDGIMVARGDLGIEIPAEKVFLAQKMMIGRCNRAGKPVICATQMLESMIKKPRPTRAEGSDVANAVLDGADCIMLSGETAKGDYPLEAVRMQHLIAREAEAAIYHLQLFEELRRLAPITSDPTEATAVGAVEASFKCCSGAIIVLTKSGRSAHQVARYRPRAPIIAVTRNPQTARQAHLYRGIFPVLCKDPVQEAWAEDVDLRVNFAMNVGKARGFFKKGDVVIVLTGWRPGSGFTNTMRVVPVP
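ATP formation by purified human PK-M2, quantified via coupled luciferase luminescence after 1 h at room temperature with 0.1 mM ADP and 0.5 mM PEP final.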
Active calls of the source: *; ? = inconclusive; . = not tested or not shown; & = joins results of further samples; [ ] = remark or other dose. Unless noted, calls come from the whole dose curve; as a rule, active = well fitted curve in the direction sought with a large enough effect; inconclusive = small, poorly fitted or top-dose-only effect, or another doubt; inactive = no such curve, though single readings can be large; an effect the other way counts as inactive or inconclusive. Not all compounds are listed; count on the stated rates, not on these rows.

SMILES	ELG1 repair inh	Rab9 promoter act	Menin-MLL TR inh	RORg inh	NPC1 promoter act	Mito fusion act	Gal4-VP16 FLuc	MBNL1 CUG block	KCNH2 3.1 inh	FLuc modulator	PKM2 act
Cc1cc(C)c(S(=O)(=O)c2ccccc2C)c(N(C)C)n1	-8%	-1%	-10%	-11%	-6%	1%	2%	-4%	-1	0%	-3%
O=C(c1ccccc1)[C@@H]1[C@@H]2C(=O)N(c3ccc(F)cc3)C(=O)[C@@H]2C2CCCN21 (some centres undefined)	?	-5%	.	?	2%	-5%	?	.	0	1%	-2%
O=[N+]([O-])c1cccc(/C=C/c2nc(C=Nc3ccccc3)c(O)o2)c1	?	-2%	?	-20%	-5%	2%	?	2%	-32	1%	-6%
CCS(=O)(=O)N1CCc2cc(OC)c(OC)cc2C1	-4%	2%	18%	-4%	0%	-2%	2%	-9%	0	4%	9%
CCSc1nc(-c2ccccc2)nc2c1CCCC2	-3%	-4%	-3%	5%	-3%	5%	-15%	-8%	6	-4%	-3%
Cc1ccnc(SCC(=O)Nc2sccc2C#N)n1	11%	2%	.	25%	4%	1%	12%	-5%	22	-1%	3%
Cc1c(Cl)cnc(NC(=O)COC(=O)c2cc3c(s2)CCC(C)C3)c1Cl (centres undefined)	12%	-2%	-11%	14%	-2%	-3%	0%	-12%	6	8%	-10%
O=C(NCc1ccco1)c1ccc2[nH]c(=O)c(=O)[nH]c2c1	7%	0%	0%	-16%	-1%	6%	-17%	-1%	3	-2%	1%
Cc1nn(-c2ccccc2)c(Cl)c1/C=C/C(=O)c1ccc(O)cc1	1%	8%	10%	34%	8%	?	?	4%	6	12µM*	0%
CCOC(=O)C1(CCOc2ccccc2)CCN(CCCn2cccn2)CC1	-4%	-2%	-1%	5%	0%	-4%	-16%	5%	-88*	-1%	-4%
Cc1ccc(S(C)(=O)=O)cc1C(=O)OCC(=O)N(Cc1ccccc1)Cc1ccccc1	?	2%	.	.	-4%	29%	.	.	-10	-8%	.
CCOC(=O)c1ccc(NC(=O)c2nc[nH]c2C(=O)N[C@@H](Cc2ccccc2)C(=O)OC(C)(C)C)cc1	23µM*	-9%	.	2.8µM*	-8%	19%	7.1µM*	10%	16	2%	4%
c1ccc(CNc2ncnc3ccccc23)cc1	?	-20%&-41%	0%&-3%	-45%&-44%	-13%&-23%	-2%&2%	11µM*	-19%&-2%	3&0	-1%&0%	-2%&4%
CCN(CC)c1ccc(NC(=O)CN2C(=O)CSc3ncccc32)c(C)c1	?	-29%	-5%	1%	-19%	1%	-7%	1%	-13	-10%	-18%
C/C(CC(=O)Nc1ccc(N(C)C)cc1)=N\NC(=O)Cc1csc(N)n1	9%	-1%	?	13%	12%	12%	12%	-4%	17	-2%	0%
CCS(=O)(=O)c1ccc2oc(Nc3ccccc3Cl)nc2c1	?	0.63µM*	.	0%	1.6µM*	-15%	10%	-2%	8	9.5µM*	.
CC(=O)Nc1ccc(NC(=O)c2cccc(S(=O)(=O)N(C)C3CCCCC3)c2)cc1	?	-2%	.	.	-3%	1%	.	.	8	4%	.
O=C(NC1CCCC1)C(c1cccnc1)N(C(=O)c1csnn1)C1CC1 (centres undefined)	0%	2%	20%	-16%	0%	-6%	1%	3%	-6	1%	3%
COc1ccc(NS(=O)(=O)c2ccc(N3CCOCC3)c(N)c2)cc1	?	-29%	.	.	-18%	0%	.	.	12	5%	.
COc1ccc(S(=O)(=O)N2CC(O)CC2C(=O)OCc2nc3sc(C)c(C)c3c(=O)[nH]2)cc1 (centres undefined)	-1%	-3%	-6%	5%	-1%	-3%	2%	3%	16	-1%	-2%
Cc1ccccc1C(=O)N1CCC(n2nccc2NC(=O)C2CC2)CC1	-5%	-1%	.	8%	0%	6%	3%	-6%	-5	-2%	0%
Cc1nn(-c2ccccn2)c(C)c1Oc1ccccc1O	-21%	7%	1%	17%	1%	8%	9%	-9%	13	-3%	0%
COc1ccc(NS(=O)(=O)c2ccc(Cl)c(NC(=O)c3cccnc3Cl)c2)cc1	?	-1%	.	?	-5%	6%	-23%	2%	18	0%	-5%
Clc1ccc(COn2c(-c3ccc(Cl)cc3Cl)nc3ncccc32)cc1	-23%	-4%	?	-4%	2%	?	2%	2%	-13	-3%	0%
c1ccc(-c2nccc(-c3ccc(-n4cnc5ccccc54)cc3)n2)cc1	-16%	0%	.	-9%	-1%	3%	-5%	14%	2	3%	5%
CSc1ccc(CCNC(=O)Cn2ncc3c([nH]c4ccccc43)c2=O)cc1	?	-3%	?	6%	2%	-18%	-7%	0%	15	0%&1%	.
O=C(Cn1c(-c2ccccc2)c[n+]2ccsc12)c1ccccc1	?	-5%	-14%	30%	-3%	-4%	?	1%	-11	-1%	12%
Cc1ccc(-c2nc(N)n(C(=O)c3cccs3)n2)cc1	2%	10%	-12%	-12%	-1%	-3%	-1%[10 µM]	-2%	11	3%	7%
O=C1C(=O)N(Cc2cccnc2)C(c2cccc(F)c2)/C1=C(/O)c1ccc2c(c1)OCO2 (centres undefined)	-20%	0%	-18%	-16%	-6%	4%	-13%	21%	6	-2%	2%
CCc1nnc(NS(=O)(=O)c2ccc(NC(=S)NC(=O)c3ccccc3)cc2)s1	18%	-2%	11%	16%[10 µM]	2%	1%	-5%	.	-2	-1%	-2%
Cc1nn(C)c(C)c1/C=C(/C(=O)C(C)C)n1cncn1	12%	10%	.	12%	-2%	-4%	12%	-11%	20	-3%	6%
CCCn1c(SCC(=O)NCc2ccccc2)n[nH]c1=O	-3%	12%	5%	36%	-1%	-8%	-1%	-8%	6	2%	3%
FC(F)(F)c1cc(C(F)(F)F)c2ccc(N/N=C/c3cccc(Cl)c3)nc2n1	17%	-1%	0%	-5%	-2%	2%	2%	-2%	.	-1%	-11%
Cc1ccc(-c2noc(CCC(=O)N3CCN(c4cccc(C(F)(F)F)c4)CC3)n2)cc1	-29%	-4%	4%	0%	-2%	-4%	-22%	8%	0	-1%	-3%
Cc1cc(C)c2c3c(oc2n1)C(=O)N(c1cccc(Cl)c1)CC(=O)N3	-8%	-4%	.	-1%	-4%	4%	-3%	-5%	-4	-8%	-4%
c1ccc(CCn2cnc3ccccc32)cc1	?	27%	-3%	13µM*	14%	-6%	?	.	-1	-18%	1%
CCOc1cc(/C=C2\C(=O)ON=C2C)ccc1OCc1ccccc1	?	11%	24%	?	-5%	8%	?	13%	-34	?	?
